# ELG1 repair inh: inhibitors of ELG1-dependent DNA repair in HEK293T cells | Potency, µM (doses to about 46.1 µM), inactives show top-dose activity change, negative = inhibition, hits mostly inhibitors | 330,000 tested, 2.3% active | HEK293T ELG1-luciferase reporter, luminescence, 16 h; DNA damage induced by 5-fluorouridine; note: potency is the fitted concentration of half-maximal effect; % is set by controls: 0 for no effect and ±100 for the full control effect; nearly all actives have a fitted effect of over 55% in size
#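 HEK293T cells expressing luciferase-tagged ELG1 (2,000/well) received 5-Fluorouridine plus compound or DMSO for 16 hr at 37 °C. Luciferase was read by ONE-Glo luminescence after 30 min at room temperature.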
# Mito fusion act: mitochondrial division inhibition or fusion activation. AID 485298. 320,000 tested, 0.23% active. Potency, µM (series often up to 46.1 µM), for inactives: at the top dose growth rescue (activation), most hits filed as activators. S. cerevisiae fusion-defective mutant growth rescue, CellTiterGlo 48 h;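 note: potency is the fitted concentration of half-maximal effect; % of control where 0% means no effect; nearly all actives have a fitted effect of over 45% in size; temperature-sensitive fusion mutants such as fzo1-1 at 37 °C on non-fermentable ethanol glycerol medium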
#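 Compounds are tested for their ability to restore growth of mitochondrial fusion-defective yeast strains at non-permissive 37C in YPEG medium over 48 hours. Viability is quantified by luciferase luminescence.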
# Menin MLL FP TR: inhibitors of human menin-MLL interaction, mutant MLL peptide; O00255; Menin + Texas Red MLL mutant peptide, fluorescence polarization; Potency, µM (titrated, usually from 61.6 µM), inactives show at the highest dose FP activity change, negative = inhibition, hits mostly inhibitors; 270,000 tested, 0.23% active; AID 1768; active = well fitted inhibition curve with a large enough effect in the polarisation, with a control signal flat, not every such curve was filed as active; inconclusive = small, poorly fitted or top-dose-only effect, or effect the other way, or a change in a side signal; inactive = no such curve, though single readings can be large or run the other way; the % refers to the polarisation; note: potency is the fitted concentration of half-maximal effect; % of control where 0% means no effect; many of its hits are not listed in these tables
# MBNL1-CUG inh: blocks human MBNL1 binding to CUG repeat RNA | Q9NR56 | TR-FRET MBNL1-His/biotin-(CUG)12 binding, 665/545 ratio | Potency, µM (titrated, usually from 57.5 µM), for the others: top-dose activity change, negative = inhibition, usual class: inhibitors | 280,000 tested, 0.036% active | AID 2675; active = well fitted inhibition curve with a large enough effect in the signal ratio, with a control signal flat, not every such curve was filed as active; inconclusive = small, poorly fitted or top-dose-only effect, or effect the other way, or a change in a side signal; inactive = no such curve, though single readings can be large or run the other way; the % refers to the signal ratio; note: potency is the fitted concentration of half-maximal effect; % is set by controls: 0 for no effect and ±100 for the full control effect
# Target sequence (Q9NR56 whole entry, looked up): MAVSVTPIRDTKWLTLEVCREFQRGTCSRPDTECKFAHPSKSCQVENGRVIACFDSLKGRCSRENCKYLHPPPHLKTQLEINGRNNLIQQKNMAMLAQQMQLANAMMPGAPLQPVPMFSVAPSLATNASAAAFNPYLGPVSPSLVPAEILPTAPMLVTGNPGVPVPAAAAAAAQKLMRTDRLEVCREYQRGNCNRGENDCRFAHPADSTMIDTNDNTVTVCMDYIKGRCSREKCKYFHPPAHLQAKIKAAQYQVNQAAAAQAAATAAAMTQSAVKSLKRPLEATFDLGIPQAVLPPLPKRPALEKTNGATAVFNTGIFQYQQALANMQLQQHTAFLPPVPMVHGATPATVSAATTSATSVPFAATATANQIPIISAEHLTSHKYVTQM
#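 Ratiometric TR-FRET (665 over 545 nm, excitation 340 nm) tracks disruption of MBNL1-His/biotin-(CUG)12 complex after 60 min at room temperature, with compounds at 92 nM to 58 uM final.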
# KCNH2 3.1 inh: KCNH2 3.1 (human) potassium channel inhibition; U2OS KCNH2 3.1, thallium flux FluxOr; active compounds read low; activity change, % (tested at about 1.8 µM); 340,000 tested, 0.95% active;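 active = maximum activity change below -70%; inconclusive = maximum activity change from -70% to -50%; inactive = maximum activity change above -50%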;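 note: thallium influx rate constant from kinetic fluorescence after stimulation buffer; % is set by controls: 0 for no effect and ±100 for the full control effect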
#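 We transduce U2OS cells with the mutant 3.1 virus, culture them overnight, load FluxOr with Red40 quencher for 45 min, then add stimulation buffer and read kinetically for 2 min to derive a normalized rate constant.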
# NPC1 promoter act: NPC1 promoter activation. Huh7 NPC1 promoter luciferase reporter, 24 h. Potency, µM (titrated, usually from 9.22 µM), inactives show top-dose activation, most hits filed as activators. 320,000 tested, 2.4% active. AID 485313;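 note: potency is the fitted concentration of half-maximal effect; % of control where 0% means no effect; nearly all actives have a fitted effect of over 60% in size; reporter is driven by a mutant NPC1 promoter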
#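 Luminescence read-out of NPC1 promoter-driven luciferase in stably transfected Huh7 cells; compounds delivered in DMSO and left 24 h at 37C, 5% CO2, qHTS titration format.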
# VP16 counter: counter-screen for ROR gamma inhibitors: Gal4-VP16 reporter. Drosophila S2 Gal4-VP16 UAS-luciferase, luminescence, 20 h. Potency, µM (highest dose often 53.6 µM), without a hit: at the top dose activity, negative = inhibition, actives largely listed as inhibitors. 310,000 tested, 3.5% active. AID 2546;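 note: Gal4-VP16 expression switched on by copper sulfate through the metallothionein promoter; potency is the fitted concentration of half-maximal effect; % is set by controls: 0 for no effect and ±100 for the full control effect; nearly all actives have a fitted effect of over 50% in size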
# Rab9 prom act: Rab9 promoter activation; 320,000 tested, 2.8% active; Huh7 Rab9 promoter-luciferase reporter, luminescence, 24 h; Potency, µM (top dose mostly 9.22 µM), without a hit: at the highest dose activation, negative = inhibition, most hits filed as activators; note: potency is the fitted concentration of half-maximal effect; % of control where 0% means no effect; nearly all actives have a fitted effect of over 60% in size
#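 Quantitative HTS format; Huh7 Rab9-luciferase reporter cells (1500/well) receive compound 2 h post-plating, incubate 24 h at 37 °C, then get luciferase reagent for 10 min before luminescence reading.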
# RORg inh: inhibitors of mouse ROR gamma transcriptional activity; 310,000 tested, 5.4% active; Potency, µM (series often up to 53.6 µM), for inactives: at the highest dose activity change, negative = inhibition, usual class: inhibitors; AID 2551; Drosophila S2 Gal4-RORgamma UAS-luciferase reporter, 20 h; note: potency is the fitted concentration of half-maximal effect; % is set by controls: 0 for no effect and ±100 for the full control effect; nearly all actives have a fitted effect of over 60% in size
#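 Drosophila S2 cells stably expressing Gal4-DBD/mouse RORγ fusion under metallothionein promoter plus UAS-luciferase; compound 1 h, then 700 uM CuSO4 induction for 20 h at ambient temperature; inhibition read as reduced luminescence.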
# PKM2 act: increases activity of human pyruvate kinase M2 | purified PKM2, Kinase-Glo ATP luminescence, activation; response scale: 0% is enzyme alone, no compound | Potency, µM (titrated, usually from 57.5 µM), for the others: at the highest dose activation, actives largely listed as activators | 260,000 tested, 0.34% active; note: potency is the fitted concentration of half-maximal effect; % is set by controls: 0 for no effect and ±100 for the full control effect; nearly all actives have a fitted effect of over 55% in size
# Target sequence (P14618 whole entry, looked up): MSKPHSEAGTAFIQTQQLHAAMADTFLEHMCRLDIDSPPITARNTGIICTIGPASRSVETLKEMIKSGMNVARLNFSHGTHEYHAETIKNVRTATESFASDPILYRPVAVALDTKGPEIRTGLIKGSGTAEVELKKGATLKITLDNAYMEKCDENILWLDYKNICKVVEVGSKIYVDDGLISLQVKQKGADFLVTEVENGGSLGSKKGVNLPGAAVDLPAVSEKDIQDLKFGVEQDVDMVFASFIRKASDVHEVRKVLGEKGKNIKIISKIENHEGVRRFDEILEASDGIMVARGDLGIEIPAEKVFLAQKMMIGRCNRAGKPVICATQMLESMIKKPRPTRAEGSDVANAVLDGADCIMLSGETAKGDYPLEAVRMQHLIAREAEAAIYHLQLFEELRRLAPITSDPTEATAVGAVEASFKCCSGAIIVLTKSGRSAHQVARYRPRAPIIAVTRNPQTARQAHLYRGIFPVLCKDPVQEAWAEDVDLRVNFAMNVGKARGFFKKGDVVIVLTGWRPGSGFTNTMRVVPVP
#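 Kinase-Glo luminescence reports ATP generated from ADP (0.1 mM) and PEP (0.5 mM) by purified hPK-M2 after 1 h at room temperature, pH 7.2 imidazole buffer; intermediate enzyme activity allows detecting inhibitors and activators.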
# FLuc counter: inhibits or activates purified firefly luciferase, miR-21 counter-screen; P08659; purified FLuc, Km substrates, luminescence inhibition; Potency, µM (titrated, usually from 57.5 µM), inactives show top-dose activity change, negative = inhibition, most hits filed as inhibitors; 360,000 tested, 6.9% active; AID 588342;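 note: potency is the fitted concentration of half-maximal effect; plate controls were vehicle for no effect and reference inhibitor for full effect; nearly all actives have a fitted effect of over 55% in size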
#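 Biochemical qHTS of compounds, final roughly 60 µM downward over six points, against 10 nM purified firefly luciferase using Km concentrations of substrates (10 uM D-luciferin, 10 uM ATP) in Tris acetate pH 7.5 buffer; luminescence output.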
# Numbers without * were called inactive; ? = inconclusive; nt = not tested or not shown; [ ] = another dose, or the depositor's remark. Unless noted, calls come from the whole dose curve; as a rule, active = well fitted curve in the direction sought with a large enough effect; inconclusive = small, poorly fitted or top-dose-only effect, or another doubt; inactive = no such curve, though single readings can be large; an effect the other way counts as inactive or inconclusive. Some of the compounds tested, so the mix of outcomes need not match the whole.
SMILES,ELG1 repair inh,Mito fusion act,Menin MLL FP TR,MBNL1-CUG inh,KCNH2 3.1 inh,NPC1 promoter act,VP16 counter,Rab9 prom act,RORg inh,PKM2 act,FLuc counter
CN1CCN(S(=O)(=O)c2ccc(Sc3nnnn3-c3ccccc3)c([N+](=O)[O-])c2)CC1,-25%,-4%,-16%,?,-9,-10%,?,-27%,7.1µM*,0%,2%
Cc1nc2scc(-c3ccc(C(C)(C)C)cc3)c2c(=O)n1N,?,18%,11%,-2%,-3,0%,?,-4%,?,nt,1%
COc1ccc(CC(=O)NCc2ccccc2)cc1,-3%,0%,-4%,-1%,-1,-35%[inhibitor],8%,-27%,34%,0%,0%
CCN(CC)CC#CC(C)OCOCC#CCOC (stereo unspecified),-2%,-2%,22%,8%,12,-1%,4%,-3%,-16%,-5%,1%
CCC(C)NC(=O)Cn1cnc2sc(C)c(S(=O)(=O)N3CCCCC3)c2c1=O (stereo unspecified),-3%,1%,-22%,-3%,5,-1%,11%,0%,-1%,6%,-1%
Cc1cccn2cc(-c3ccc(S(=O)(=O)N4CCCCC4)cc3)nc12,8%,-4%,2%,-6%,-9,0%,1%,0%,1%,-4%,0%
Cc1ccc(/C=C/S(=O)(=O)NCCC(=O)NCc2ccc(F)cc2)cc1,-1%,0%,nt,nt,-7,-6%,nt,-3%,nt,nt,-2%
FC(F)Sc1ccc(NC(=S)NC2CCCC2)cc1,5%,2%,?,nt,9,27%,?,3.2µM*,11µM*,4%,13µM*
Cc1cc(N2CCN(c3nc(-c4ccccc4)cs3)CC2)c2ccccc2n1,?,-1%,-8%,-3%,-79*,-8%,0%,-9%,-1%,-5%,1%
CC(=O)NCc1nc2ccccc2n1C(C)C,14%,-7%,2%,0%,-14,-5%,3%,4%,-17%,4%,2%
Cc1ccc(S(=O)(=O)NCC(=O)OCC(=O)NC(=O)NC2CCCC2)cc1,8%,-3%,5%,-2%,3,-2%,6%,-3%,3%,5%,-3%
COCCn1c(SCC(=O)c2ccc3c(c2)OCCO3)nnc1-c1ccco1,4%,1%,-20%,1%,10,-4%,3%,2%,-4%,0%,-13%
C/C(=N\OC(=O)c1cccc(C(F)(F)F)c1)c1sc(-c2ccccc2)nc1C,?,-2%,5%,-7%,1,3.5µM*,5%,4µM*,11%,-1%,5%
CC(C)(C)c1n[nH]c(=S)n(/N=C/c2cccs2)c1=O,?,-1%,-15%,?,6,2%,16µM*,-5%,10µM*,2%,1%
COc1ccc(C(=O)N/C(=C\c2cn(C)c3ccccc23)C(=O)NCCCN2CCOCC2)cc1OC,-27%,-4%,-9%,20%,16,0%,-4%,-8%,-24%,3%,0%
COc1cc(C(=O)NC(C(=O)Nc2cccc(C(C)=O)c2)C(C)C)cc(OC)c1OC (stereo unspecified),-20%,-4%,-14%,-3%,4,-5%,15%,1%,-35%,3%,6%
COc1ccc(CCNC(=O)CN2C(=O)NC3(CCc4ccccc43)C2=O)cc1 (stereo unspecified),-2%,-3%,nt,nt,7,-4%,nt,-4%,nt,nt,7%
COc1cccc(CC(=O)N2CCC(n3nccc3NC(=O)C3CCOC3)CC2)c1 (stereo unspecified),-3%,6%,5%,1%,nt,-2%,-11%,11%,-10%,0%,2%
Cc1ccc(N(CC(=O)Nc2cc(C)ccc2C)S(C)(=O)=O)cc1,-1%,-2%,0%,-1%,28,-4%,-3%,-1%,23%[1.91 µM],11%,-1%
CC(=O)c1ccc(NC(=O)CC23CC4CC(C2)CC(n2nnc(C)n2)(C4)C3)cc1,-29%,?,14%,0%,-2,-2%,-5%[10 µM],-13%,-9%,1%,4%
CCOc1ccc(C(=O)NC(=S)N(Cc2ccccc2)Cc2ccccc2)cc1,-28%,0%,13%,4%,-18,0%,0.79µM*,1%,0.28µM*,0%,1%
CC1Cc2cc(/C(O)=C3\C(=O)C(=O)N(Cc4ccncc4)C3c3ccccc3F)ccc2O1 (stereo unspecified),22%,2%,nt,10%,11,-4%,-6%,-3%,1%,nt,-4%
Cc1ccc(N(Cc2cc3ccccc3[nH]c2=O)C(=O)c2ccco2)c(C)c1,0%,5%,-2%,-2%,-4,-1%,10%,3%,-20%,-2%,-1%
COc1ccccc1CNS(=O)(=O)c1ccc(-n2cnnn2)c(OC)c1,-7%,-3%,-9%,-4%,-2,-1%,-12%,0%,36%,nt,2%
CCn1c(SCC(=O)Nc2cc(C)on2)nc2c(c1=O)SCC2,-4%,4%,nt,-1%,-10,2%,-8%,4%,-9%,21%,0%
COC(=O)c1cc(NC(=O)CSc2nnc(N)s2)ccc1Cl,31%,0%,-11%,-6%,-7,2%,3%,-2%,12%,-4%,-7%
N#Cc1ccccc1S(=O)(=O)N1CCN(C(=O)c2ccc(-n3cncn3)c([N+](=O)[O-])c2)CC1,-3%,-1%,nt,nt,-8,-6%,nt,8%,nt,nt,1%
COc1ccc(OC)c(NC(=O)Nc2cccc(Cn3cccn3)c2)c1,?,-2%,7%,-8%,13,2%,-4%,-8%,-2%,-10%,?
CS(=O)(=O)N(CCc1ccccc1)CC(=O)Nc1ccc(Br)cc1F,-15%,2%,2%,2%,-24,-5%,-7%,2%,-4%,0%[11.5 µM],1%
CCOC(=O)Cc1csc(NS(=O)(=O)c2ccc(OC)cc2)n1,-4%,-4%,10%,-4%,17,-2%,2%,-9%,-16%,?,-14%
Cc1ccc(C)c(C(=O)n2cnnc2N)c1,9%,-6%,-12%,-9%,7,-1%,0%,-4%,-40%,-6%,5%
CS(=O)(=O)N(CCc1ccccc1)CC(=O)NCc1ccncc1,-17%,-3%,10%,-11%,1,2%,3%,-6%,0%,0%,7%
C/C(Cl)=C\Cn1c(=O)c2c(nc3n2CCS3)n(C)c1=O,4%,1%,-8%,-12%,7,12%,-3%,11%,-7%,2%,-2%
CCc1ccccc1NC(=O)c1ccccc1Sc1ccc([N+](=O)[O-])cc1Cl,-17%,?,10%,nt,-12,-7%,17%,0%,33%,0%,0%
Nc1nc(SCCO)[nH]c(=O)c1NC(=O)c1ccccc1F,-1%,2%,1%,-4%,-6,1%,-1%,-4%,13%,1%,0%
Cc1c(C(=O)N2CCOCC2)c(S(=O)(=O)Nc2cccc(F)c2)c(C)n1C,6%,nt,-7%,-7%,15,-1%,-4%,-6%,-7%,nt,-1%
CCn1nnc(NC(=O)c2ccc(C(C)(C)C)cc2)n1,?,-1%,-17%,-9%,1,2.2µM*,13µM*,1.3µM*,13µM*,-15%,3.4µM*
CC1=Nc2ccccc2/C1=C\c1nc(-c2ccc(F)cc2)oc1O,12%,3%,?,14%,-16,3%,-11%,5%,9%,-3%,?
COc1ccc(NC(=O)CNC(=O)c2ccco2)cc1,8%,0%,-4%,-8%,22,25%,30%,26%,1%,-5%,-15%
CC1CCN(C(=O)C(=O)Nc2sc3c(c2C(N)=O)CC(C)(C)OC3)CC1,-21%,1%,-20%,-5%,5,-3%,-3%,-8%,5%,-4%,1%
O=C(O)C1C2C=CC(O2)C1C(=O)NCCCn1ccnc1 (stereo unspecified),8%,1%,-12%,-4%,nt,0%,-1%,-9%,-1%,6%,4%
CCn1c(=O)c(-c2cc(=O)[nH][nH]2)c(O)c2ccccc21,23%,-8%,25%,nt,3,5%,?,-4%,-19%,-27%,-16%
O=C(O)CCC(=O)Nc1ccc(Cc2ccc(NC(=O)CCC(=O)O)cc2)cc1,3%,-4%,5%,-1%,18,-1%,-1%,1%,-16%,5%,-2%
CCc1nnc(NC(=O)CCC(=O)Nc2ccc(OC)cc2OC)s1,?,18%,-24%,-7%,-3,0%,-13%,-4%,-2%,-2%,-3%
CSc1nsc(SCC(=O)N2CCc3ccccc32)n1,22%,-3%,1%,-1%,-7,5%,18%,4%,14%,-7%,?
CCN(CC)S(=O)(=O)c1cccc(NC(=O)c2cccc(S(=O)(=O)N3CCCC3)c2)c1,?,4%,nt,nt,6,1%,nt,1%,nt,nt,nt
CCCCc1nc2n[nH]c(N)c2c2c1CSC(C)(C)C2,8%,-1%,-7%,-1%,-8,-5%,-2%,-1%,?,-1%,1%
COc1nc2c(C)cccc2cc1-c1noc(-c2ccco2)n1,?,9%,15%,29%,-23,20%,-6%,-10%,-19%,1%,4%
O=C(CCCC(=O)N(CC(=O)NC1CCCC1)c1ccc(F)c(Cl)c1)Nc1ccccn1,4%,1%,20%,9%,-1,-2%,1%,-1%,0%,nt,1%

# Screening data: PubChem BioAssay, National Center for Advancing Translational Sciences (NCATS)
